GAA glycogen mod: qHTS Assay for Inhibitors and Activators of Human alpha-Glucosidase Cleavage of Glycogen. recombinant GAA, glycogen substrate, Amplex Red glucose oxidase fluorescence. Potency, µM (titrated, usually from 76.4 µM), without a hit: at the top dose activity change, negative = inhibition, most hits filed as inhibitors. hit rate 0.38% among 300,000. AID 2100, 2009;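 note: 0% = full enzyme reaction and -100% = no-enzyme basal signal; the screen sought inhibitors and activators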
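Recombinant human alpha-glucosidase (4 nM final) hydrolysed bovine liver glycogen (30 ug) for 40 min at 37 C in pH 5.0 citrate/phosphate with 0.01% Tween-20. Released glucose detected by glucose oxidase/Amplex Red, Ex 573/Em 610 nm. Compounds up to 77 uM; AC50 from Hill fits.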
GAA inhib: qHTS Assay for Inhibitors of Human alpha-Glucosidase as a Potential Chaperone Treatment of Pompe Disease; hit rate 0.005% among 200,000; AID 1466, 2008; Lysosomal alpha-glucosidase (Homo sapiens), P10253; Potency, µM (titrated, usually from 76.9 µM), inactives show at the top dose activity change, negative = inhibition, actives largely listed as inhibitors; purified human GAA, 4-MU-alpha-glucoside fluorescence;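 note: plate controls were uninhibited enzyme wells for no effect and no-enzyme background for full effect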
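Fluorogenic assay: 4 nM human alpha-glucosidase with 400 uM 4-methylumbelliferyl-alpha-D-pyranoside in 50 mM citrate/phosphate, 0.005% Tween-20, pH 5.0, 20 min at room temperature. Compounds tested up to 77 uM; AC50 from Hill fits.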
aGlu spleen mod: qHTS Assay for Inhibitors and Activators of Human alpha-Glucosidase From Spleen Homogenate; Potency, µM (series often up to 79.9 µM), for the others: at the top dose activity change, negative = inhibition, hits mostly inhibitors; AID 2112, 2009; human spleen homogenate, 4-MU-alpha-glucoside fluorescence; Lysosomal alpha-glucosidase (Homo sapiens), P10253; hit rate 0.006% among 240,000;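 note: 0% = enzyme with vehicle and -100% = no enzyme basal signal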
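AC50 values come from Hill-equation fits of concentration-response data, normalized to no-enzyme and full-activity controls. Enzyme source: 1 ug human spleen homogenate; 1 mM fluorogenic 4-MU glucoside, pH 5.0 citrate buffer, 37 C, 40 min.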
GLA spleen mod: qHTS Assay for Inhibitors and Activators of Human alpha-Galactosidase From Spleen Homogenate; Alpha-galactosidase A (Homo sapiens), P06280; human spleen homogenate, 4MU-alpha-Gal fluorescence, 40 min; Potency, µM (series often up to 80 µM), inactives show top-dose activity change, negative = inhibition, actives largely listed as inhibitors; hit rate 0.008% among 240,000;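 note: 0% = enzyme with vehicle and -100% = no enzyme basal signal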
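Human spleen homogenate (1 ug) as enzyme source, 4-methylumbelliferyl-alpha-D-galactopyranoside 1 mM final, citrate/phosphate pH 5.0 with 0.01% Tween-20. Compounds 40 min at 37C, NaOH/glycine stop; fluorescence Ex 365/Em 440, Hill-fit AC50.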
NPSR antag: qHTS Assay for Antagonists of the Neuropeptide S Receptor: cAMP Signal Transduction. Potency, µM (highest dose often 38.3 µM), for the others: at the top dose activity change, negative = inhibition, actives largely listed as inhibitors. Q6W5P4. CHO-NPSR cells, cAMP TR-FRET, antagonist mode. hit rate 1% among 220,000. AID 1461, 2008; note: % is set by controls: 0 for no effect and ±100 for the full control effect; nearly all actives have a fitted effect of over 50% in size; many of its hits are not listed in these tables
Target sequence (Q6W5P4 whole entry, looked up): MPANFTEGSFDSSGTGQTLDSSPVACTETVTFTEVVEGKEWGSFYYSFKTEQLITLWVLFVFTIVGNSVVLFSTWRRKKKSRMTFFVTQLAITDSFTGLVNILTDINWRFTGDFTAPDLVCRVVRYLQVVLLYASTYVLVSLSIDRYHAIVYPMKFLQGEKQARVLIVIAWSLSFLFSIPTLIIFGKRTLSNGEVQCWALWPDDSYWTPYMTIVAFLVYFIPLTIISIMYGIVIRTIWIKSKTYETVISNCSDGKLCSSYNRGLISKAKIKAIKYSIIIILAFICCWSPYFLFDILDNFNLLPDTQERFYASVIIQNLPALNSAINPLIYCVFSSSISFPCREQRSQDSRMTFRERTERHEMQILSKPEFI
ALDH1A1 inh: qHTS Assay for Inhibitors of Aldehyde Dehydrogenase 1 (ALDH1A1) | Aldehyde dehydrogenase 1A1 (Homo sapiens), P00352 | Purified ALDH1A1, NADH fluorescence, propionaldehyde substrate | Potency, µM (series often up to 75.3 µM), for inactives: at the highest dose activity, negative = inhibition, usual class: inhibitors | hit rate 7.3% among 220,000; active = well fitted inhibition curve with a large enough effect, not every such curve was filed as active; inconclusive = small, poorly fitted or top-dose-only effect, or another doubt; inactive = no such curve, though single readings can be large or run the other way;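 note: plate controls were no enzyme wells and a reference inhibitor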
Target sequence (P00352 whole entry, looked up): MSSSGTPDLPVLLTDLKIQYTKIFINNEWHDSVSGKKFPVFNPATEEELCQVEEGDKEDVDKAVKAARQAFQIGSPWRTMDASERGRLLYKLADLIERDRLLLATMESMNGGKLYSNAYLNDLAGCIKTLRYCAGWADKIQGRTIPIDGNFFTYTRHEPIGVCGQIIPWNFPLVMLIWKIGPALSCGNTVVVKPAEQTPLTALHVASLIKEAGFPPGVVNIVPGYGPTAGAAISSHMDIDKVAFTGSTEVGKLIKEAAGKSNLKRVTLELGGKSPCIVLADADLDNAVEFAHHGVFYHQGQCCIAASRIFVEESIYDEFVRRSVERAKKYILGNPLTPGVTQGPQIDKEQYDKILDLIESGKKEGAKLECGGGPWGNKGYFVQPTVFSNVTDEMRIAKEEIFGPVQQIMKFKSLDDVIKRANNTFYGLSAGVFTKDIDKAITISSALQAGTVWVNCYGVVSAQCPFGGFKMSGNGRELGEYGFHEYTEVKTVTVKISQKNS
Epigenetic derep: Quantitative High-Throughput Screen for Regulators of Epigenetic Control; murine LDR cells, GFP reporter derepression, 30 h; Potency, µM (series often up to 53.9 µM), for inactives: at the highest dose GFP activation, actives largely listed as activators; AID 1865, 2009; hit rate 0.2% among 280,000; note: % of control where 0% means no effect; nearly all actives have a fitted effect of over 60% in size
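Reporter derepression read as number of fluorescent GFP-positive objects, 20-120 um in size, counted by laser-scanning cytometer. Mouse LDR line with an epigenetically silenced CMV-GFP locus; compound incubation 30 h, 37 C.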
Tau fluor counter: Counterscreen qHTS for Inhibitors of Tau Fibril Formation, Fluorescence Polarization. tau K18 P301L Alexa594 fluorescence, heparin fibrillization. Potency, µM (highest dose often 57.7 µM), without a hit: at the highest dose activity change, negative = decrease. hit rate 0.93% among 280,000. AID 1463, 2008; note: % is set by controls: 0 for no effect and ±100 for the full control effect; nearly all actives have a fitted effect of over 55% in size
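Human tau K18 P301L (15 uM unlabeled, 0.24 uM Alexa 594-labeled) in 100 mM sodium acetate pH 7 with 20 uM heparin, 6 hr at 37 C. ThT 30 uM added, 1 hr ambient; Alexa 594 FP and total fluorescence read at 555/632 nm.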
Starred values were filed as active, the others as inactive; ? = inconclusive; / = no result given; [ ] = dose if it differs, or a comment. Unless noted, calls come from the whole dose curve; as a rule, active = well fitted curve in the direction sought with a large enough effect; inconclusive = small, poorly fitted or top-dose-only effect, or another doubt; inactive = no such curve, though single readings can be large; an effect the other way counts as inactive or inconclusive. Potency is the fitted concentration of half-maximal effect.

Fields – GAA glycogen mod	GAA inhib	aGlu spleen mod	GLA spleen mod	NPSR antag	ALDH1A1 inh	Epigenetic derep	Tau fluor counter
CCN1C(=O)C(CC(=O)Nc2ccccc2)N(Cc2ccccn2)C1=S (stereo unspecified)
→ -6%	4%	1%	5%	2%	?	-0.9%	-6%
CCOC(=O)C1CCN(C(=O)CN(c2ccc(OC)cc2)S(=O)(=O)c2c(C)nn(C)c2C)CC1
→ -13%	-1%	-5%	-3%	-8%[46.1 µM]	1%	-1.0%	-8%
Cn1c(CSCc2ccc(F)cc2)nnc1SCC(=O)N1CCN(c2ccccc2)CC1
→ -2%	-3%	1%	3%	-9%[46.1 µM]	-6%	-0.4%	-6%
COc1ccc(N=c2oc3cc(O)ccc3cc2C(=O)NCC2CCCO2)c(OC)c1 (stereo unspecified)
→ -21%	-12%	-5%	?	7%[46.1 µM]	?	?	?
COC(=O)c1ccc2c(c1O)C(=O)c1ccccc1C2=O
→ 9%	-9%	-6%	-6%	10%[46.1 µM]	11%	0.0%	?
CC1C(=O)OC2CC34C5CC(C(C)(C)C)C36C(OC(=O)C6O)OC4(C(=O)O5)C21O (stereo unspecified)
→ /	/	-2%	8%	/	5%	-5.5%	-6%
C=CCn1cnc2c(c1=O)c1nc3ccccc3nc1n2Cc1ccccc1
→ 1%	6%	4%	13%	-22%[46.1 µM]	?	-1.0%	-4%
CC(Nc1nc2ncn(Cc3ccccc3)c2c(=O)[nH]1)C(=O)O (stereo unspecified)
→ 8%	-8%	-3%	2%	8%[46.1 µM]	1%	-5.4%	-3%
CCNC(=O)/C(=C/c1cccc([N+](=O)[O-])c1)NC(=O)c1ccc(C)cc1
→ -18%	8%	2%	1%	9%	-4%	-1.2%	-1%
Cc1c(C(=O)O)sc2nc3n(c(=O)c12)CCC3
→ 4%	8%	4%	-3%	7%	?	-0.1%	0%
Cc1cc(C)cc(NC(=S)/C(=C(\[O-])c2ccc(Cl)s2)[n+]2cccc(C)c2)c1
→ -12%	-9%	2%	2%	-34%	25µM*	0.0%	-21%
CCOC(=O)c1ccc(-n2c(C)nc3ccccc3c2=O)cc1
→ 4%	-2%	-6%	0%	-19%[46.1 µM]	-5%	-3.5%	0%
COc1ccc(CCN(Cc2nc(-c3ccccc3)no2)Cc2nc(-c3ccccc3)no2)cc1OC
→ -1%	-6%	0%	4%	-14%[46.1 µM]	?	0.0%	-13%
COc1ccc(C(=O)NCCc2nc3cc([N+](=O)[O-])ccc3n2C)cc1
→ 4%	/	-4%	-9%	-5%	/	-1.0%	-5%
COc1ccc(/C=N/NC(=O)C2C(=O)NCC2c2ccccc2)c(OC)c1 (stereo unspecified)
→ 13%	0%	-18%	-3%	-6%	-3%	10.0%	14%
CS(=O)(=O)N(CC(=O)Nc1ccccc1C(=O)NCc1ccco1)c1ccc2c(c1)OCCO2
→ 2%	?	-10%	-5%	-12%[46.1 µM]	-5%	3.5%	-16%
CCN1CCN(C(=O)C2c3cc(OC)c(OC)cc3C(=O)N(C)C2c2ccc(SC)cc2)CC1 (stereo unspecified)
→ 3%	-1%	4%	-18%	6%[46.1 µM]	?	-0.8%	3%
COC(=O)C1(C)Cc2cc(OC(C)=O)c(OC(C)=O)cc2N1 (stereo unspecified)
→ -10%	/	5%	-2%	4%	/	?	-13%
CCOc1ccc(-n2c(SCc3ccc(C(=O)OC)o3)nc3c(c2=O)SCC3)cc1
→ -1%	-9%	-8%	-5%	?	9%	0.0%	-12%
CCCC(=O)Nc1sc2c(c1C#N)CCCCC2
→ 0%	2%	2%	7%	-13%	-7%	0.0%	-9%

Reprinted at random: 2 compounds from above, in no set order.
Fields – GAA glycogen mod	GAA inhib	aGlu spleen mod	GLA spleen mod	NPSR antag	ALDH1A1 inh	Epigenetic derep	Tau fluor counter
COC(=O)C1(C)Cc2cc(OC(C)=O)c(OC(C)=O)cc2N1 (stereo unspecified)
→ -10%	/	5%	-2%	4%	/	?	-13%
C=CCn1cnc2c(c1=O)c1nc3ccccc3nc1n2Cc1ccccc1
→ 1%	6%	4%	13%	-22%[46.1 µM]	?	-1.0%	-4%

Additional entries follow.
Fields – GAA glycogen mod	GAA inhib	aGlu spleen mod	GLA spleen mod	NPSR antag	ALDH1A1 inh	Epigenetic derep	Tau fluor counter
O=C(O)c1ccccc1/C=N/Nc1ccc(S(=O)(=O)N2CCCC2)cc1[N+](=O)[O-]
→ -11%	-1%[15.4 µM]	-1%	7%	15%	13µM*	0.5%	-21%
Cn1cc(CN2CCc3c([nH]c4ccccc34)C2C(C)(C)C)cn1 (stereo unspecified)
→ -4%	/	-6%	-2%	13%	-3%	6.0%	9%
O=C(COC(=O)CNC(=O)C1CCCCC1)Nc1ccc2c(c1)OCCO2
→ -17%	6%	/	-1%	14%	-4%	1.1%	-11%
CCOC(=O)C(=O)N(CC)C1CCS(=O)(=O)C1 (stereo unspecified)
→ -2%	-4%	-7%	0%	-31%	11%	-0.3%	5%
Cc1ccc(OC(=O)c2cc(=O)c3ccccc3o2)cc1
→ 6%	?	1%	0%	9%	-8%	0.1%	1%
CC(C)(C)NC(=O)NC(=O)COC(=O)COc1ccc(Cl)cc1Cl
→ -8%	0%	7%	7%	-10%	2%	-4.2%	-13%
Cc1cc(C)n(C(=O)c2nn(C)c(C)c2[N+](=O)[O-])n1
→ 4%	-1%	-10%	-6%	-14%[46.1 µM]	-8%	0.0%	0%
O=C(/C=C/Nc1cccc(F)c1)c1ccco1
→ 5%	-14%	-6%	-18%	-8%[46.1 µM]	-13%	0.7%	-17%
COc1ccccc1CC(=O)Nc1ccc2nc(C)sc2c1
→ 2%	2%	-5%	-1%	-1%[46.1 µM]	16%	0.1%	-11%
Cc1ccc(C2C3=C(CC(C)(C)CC3=O)Nc3[nH]c(=S)[nH]c(=O)c32)cc1 (stereo unspecified)
→ -23%	?	-12%	1%	-8%[46.1 µM]	0%	-0.9%	-8%
O=C(N/C=C\c1ccccc1)NCc1ccc(Cl)cc1Cl
→ 0%	-3%	-4%	-1%	-9%[46.1 µM]	?	-1.0%	-13%
CC(C)NC(=O)c1cc(=O)n(C)c(=O)n1C
→ 4%	3%	-2%	4%	7%[46.1 µM]	-33%	-1.0%	-2%
O=C(NCc1ccc(Cl)cc1)c1ncn[nH]1
→ 19%	?	1%	-5%	5%	4%	-0.9%	0%
O=C1[C@@H]2[C@H]3C(=CC[C@@H]2C(=O)N1Cc1ccccc1)C1(OCCCO1)[C@H]1O[C@@H]1[C@H]3O
→ /	/	-6%[17.4 µM]	-3%[17.5 µM]	/	-5%[13.5 µM]	0.0%[10.1 µM]	-14%[11.6 µM]
CCOC(=O)c1sc(=S)n(-c2ccccc2Cl)c1C
→ -8%	-10%	-1%	0%	45%	?	-0.3%	-24%
Nc1nc(SCC(=O)Nc2ccc(Cl)cn2)n[nH]1
→ 1%	5%	-3%	-1%	16%	-9%	2.9%	3%
O=C(OC(C(=O)NCC1CCCO1)c1ccccc1F)c1ccco1 (stereo unspecified)
→ 1%	-4%	-6%	-7%	-12%[46.1 µM]	10%	-1.6%	0%
Cc1ccc(Nc2nnc(SCC(=O)Nc3cccnc3Cl)s2)cc1C
→ -6%	7%	-7%	-2%	-9%	?	-2.5%	?
Clc1ccc(OCc2nn3c(-c4ccccc4)nnc3s2)c(Cl)c1
→ 0%	2%	-5%	-3%	-8%[46.1 µM]	?	0.0%	-9%
CCN(CC)c1ccc(C=Nc2ccccc2)c(O)c1
→ 1%	-15%	-3%	-1%	10%[46.1 µM]	3.5µM*	-7.8%	-23%
CSCCC(NS(=O)(=O)c1ccc(Cl)cc1)C(=O)OCC(=O)N(C(C)C)C(C)C (stereo unspecified)
→ 16%	5%	-4%	8%	-6%[46.1 µM]	?	-0.3%	-11%
COCCN(C(=S)Nc1ccc(C)cc1C)C(C)c1cccs1 (stereo unspecified)
→ 1%	-4%	5%	6%	-42%	-12%	8.2%	-12%
Cc1ccc(C(=O)NCc2ccco2)cc1[N+](=O)[O-]
→ 6%	1%	3%	1%	5%[46.1 µM]	-6%	0.9%	-9%
COc1ccc(-c2nn(-c3ccccc3)cc2CO)cc1OC
→ 3%	4%	-2%	3%	-8%[46.1 µM]	?	-1.0%	-7%
COC(=O)c1c(C)oc2ccc(NS(=O)(=O)c3cccs3)cc12
→ -12%	-5%	-11%	-11%	3%[46.1 µM]	-12%	0.9%	-8%
O=C(CC12CC3CC(CC(C3)C1)C2)Nc1ccc2c(c1)COC2=O
→ 10%	-8%	-3%	-6%	?	-3%	-0.9%	-27%
Cc1ccc(-c2nnnn2CS(=O)(=O)c2ccccc2)cc1
→ -11%	-3%	6%	7%	2%[46.1 µM]	-1%	0.0%	-3%
O=c1oc2ccccc2c(O)c1CN1CCCCC1
→ -15%	-1%	2%	1%	-11%[46.1 µM]	14µM*	1.6%	3%
O=[N+]([O-])c1ccc(C2CCCC/C2=N/OCc2ccc(F)cc2)c([N+](=O)[O-])c1 (stereo unspecified)
→ 6%	-3%	-9%	9%	?	2%	-6.4%	?
CCOC(=O)c1c(NC(=O)CSc2nnc(C)s2)sc2c1CCCCC2
→ -10%	2%	-2%	-14%	?	?	-3.2%	-11%
CCN(CC)S(=O)(=O)c1cccc(NC(=O)COC(=O)c2n[nH]c(=O)c3ccccc23)c1
→ 1%	-38%	1%	0%	10%	15%	-0.3%	-24%
Cc1ccc2c(ccc(=S)n2C)c1
→ -3%	-3%	-17%	9%	-19%	-13%	0.5%	-13%
CC(=O)N1CCC(N2CCN(Cc3ccc(C)cc3)C(CCO)C2)CC1 (stereo unspecified)
→ -17%	?	-4%	0%	1%	-2%	-1.1%	9%
C=C(C)C(O)/C=C/c1ccccc1OC (stereo unspecified)
→ /	/	2%[17.4 µM]	7%[17.5 µM]	/	16%[13.5 µM]	0.0%[10.1 µM]	-19%[11.6 µM]

Bioassay records from PubChem BioAssay.

This is a subset, so the mix of outcomes need not match the whole.
